LGR2 antag: inhibitors of bursicon-induced Drosophila LGR2 receptor cAMP signaling. AID 720647. 0.35% of 380,000 active. HEK293 LGR2, CRE-luciferase, bursicon-stimulated, 4 h. inhibition, % at 9.99 µM;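 active = drop in luminescence signal, shown as inhibition above about 50% in the replicate tests, limit read from the data, passing the limit was not always enough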;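 note: agonist challenge used bursicon conditioned medium at about half maximal strength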
S100A4 inh HTS: S100A4-myosin IIA interaction inhibition; S100A4/TAMRA-MyoIIA peptide fluorescence polarization; AID 652163; 0.14% of 360,000 active; inhibition, % at 10.7 µM;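 active = mean inhibition of at least 70% across replicates, with every replicate also reaching that level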
Target sequence (P26447 whole entry, looked up): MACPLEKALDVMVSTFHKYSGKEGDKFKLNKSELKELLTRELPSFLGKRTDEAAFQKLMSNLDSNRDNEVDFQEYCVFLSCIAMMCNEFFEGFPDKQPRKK
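Test system – S100A4 monomer (human) · Compound – single-point compound testing · Schedule – 5 min incubation before reading · Probe or stimulus – TAMRA-labelled myosin IIA heavy-chain peptide probe, 5 nM · Benchmarks – neutral control DMSO, positive control TFP · Medium – Calcium-containing HEPES buffer, pH 7.2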
esBAF inh: SWI/SNF esBAF complex inhibition | mouse ES cells, Bmi1-luciferase knock-in reporter, 24 h; 100% = twice the neutral-well signal | reporter increase, % at 12.5 µM | 2% of 350,000 active | AID 602393; in the data active = activation above about 40%;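 note: 0% = median of the plate's neutral control wells and 100% = double that signal; a rise in the Bmi1 reporter signal indicates esBAF inhibition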
FN deposit inh: fibronectin deposition inhibition; AH1F fibroblasts, Alexa488-fibronectin deposition fluorescence, overnight; inhibition, % at 12.6 µM; 0.086% of 350,000 active;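 active = mean inhibition across replicates of 30% or more, regardless of how many single replicates reach that level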;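 note: positive control wells lacked labelled fibronectin entirely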
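test system = AH1F fibroblasts assembling fluorescent fibronectin matrix | quantity = 10000 AH1F cells per well | buffer or medium = DMEM plus 2% serum, read in PBS | doses = single dose, pinned | incubation = 1 h cell attachment, overnight exposure to compound and label | detection = fluorescence at 485 nm excitation, 525 nm emission | read-out basis = inhibition from reduced deposited-fibronectin fluorescence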
CASP6 VEID inh: inhibitors of human caspase-6; inhibition, % at 12.5 µM; purified caspase-6, Z-VEID-R110 cleavage fluorescence; 0.53% of 350,000 active;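 active = mean inhibition across replicates at least about 35%, with every replicate also reaching that limit, limit read from the data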;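 note: 0% = median of neutral control wells and 100% = no fluorescence left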
Target sequence (P55212 24-179 limits assumed): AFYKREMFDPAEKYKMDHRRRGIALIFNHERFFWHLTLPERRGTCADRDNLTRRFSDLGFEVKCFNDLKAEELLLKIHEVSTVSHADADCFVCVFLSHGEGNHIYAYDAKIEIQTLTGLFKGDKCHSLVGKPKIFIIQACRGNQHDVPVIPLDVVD
Target sequence (P55212 194-293 limits assumed): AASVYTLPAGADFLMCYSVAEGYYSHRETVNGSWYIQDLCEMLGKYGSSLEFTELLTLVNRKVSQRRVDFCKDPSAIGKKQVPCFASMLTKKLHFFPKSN
Statin myotox sup: protects C2C12 myotubes from simvastatin toxicity. ATP luminescence, 48 h; scaled: DMSO 0, geranylgeraniol control 100. rescue of ATP level, % at 7.49 µM. 0.78% of 330,000 active. AID 602340;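 active = mean ATP rescue above about 67%, or every replicate alone reaching that limit, limit read from the data, passing the limit was not always enough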;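 note: myotubes were challenged with 10 µM simvastatin during compound exposure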
SIRT5 block: inhibitors of human sirtuin-5 desuccinylase; Purified SirT5, succinyl-peptide AMC, trypsin-coupled fluorescence; inhibition, % at 15 µM; AID 652115; Q9NXA8; 1.1% of 330,000 active; in the data active = inhibition above about 15%
Target sequence (Q9NXA8 whole entry, looked up): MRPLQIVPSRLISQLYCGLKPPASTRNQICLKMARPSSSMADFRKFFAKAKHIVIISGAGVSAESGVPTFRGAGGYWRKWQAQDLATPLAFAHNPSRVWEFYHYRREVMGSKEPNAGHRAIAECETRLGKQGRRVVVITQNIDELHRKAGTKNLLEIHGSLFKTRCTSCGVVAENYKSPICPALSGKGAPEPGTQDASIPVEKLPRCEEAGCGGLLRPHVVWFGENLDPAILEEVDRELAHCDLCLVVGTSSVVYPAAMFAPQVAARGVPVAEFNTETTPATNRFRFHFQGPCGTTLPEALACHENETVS
An asterisk follows results filed as active; x = not tested or not shown. An excerpt, so the mix of outcomes need not match the whole.

SMILES	LGR2 antag	S100A4 inh HTS	esBAF inh	FN deposit inh	CASP6 VEID inh	Statin myotox sup	SIRT5 block
CCOc1ccc(C(C(=O)NCC2CCCO2)N(Cc2cccc(OC)c2)C(=O)c2snc(C(N)=O)c2N)cc1 (configuration not stated)	12	-3	3	-2	x	-9	0
Cc1cccc(NC(=S)NCCc2ccccn2)c1	18	-34	x	8	0	x	-5
CCC(C)[C@H]1COCCS(=O)(=O)N1Cc1ccc(Br)cc1 (some centres not stated)	3	-1	-3	10	5	117*	-4
COc1ccc(S(=O)(=O)Nc2ccc3c(c2)C(=O)N([C@H](C)CO)C[C@@H](C)[C@@H](CN(C)Cc2ccncc2)OCCCC[C@@H](C)O3)cc1	1	3	2	x	-3	x	1
Cc1nc(SCc2nc3ccc([N+](=O)[O-])cc3[nH]2)c2oc3ccccc3c2n1	-26	-1	10	-54	0	4	x
CCN1C(=O)N[C@H]2C[C@H](C(=O)N3CCCC3)[C@H](C)[C@H](c3ccccc3)C[C@H]21	-4	10	x	3	2	x	x
CCCC#Cc1ccc([C@H]2[C@@H](CO)N3C(=O)CN(C(=O)c4ccncc4)C[C@H]23)cc1	10	4	x	x	3	x	0
COc1ccc(NC(=O)Nc2ccc3c(c2)C(=O)N([C@@H](C)CO)C[C@@H](C)[C@H](CN(C)C(=O)c2ccccc2)OCCCC[C@@H](C)O3)cc1	-15	42	6	x	2	24	11
CCOC(=O)c1cc(C#N)c(N2CCNCC2)nc1C(F)(F)F	-12	-1	x	1	-3	x	-4
COc1cccc(NC(=O)C2CCN(S(=O)(=O)c3ccc4c(c3)CC(C)N4C(C)=O)CC2)c1 (configuration not stated)	5	8	-6	-6	2	7	0
CC(=O)N1[C@@H]2c3ccc(C4=CCCC4)c(=O)n3C[C@H]1[C@H](CO)[C@H]2C(=O)NCC1CC1	4	-2	x	x	1	x	-19
CC(=O)c1c(C)oc2c1cc(O)c1ccccc12	-9	3	x	1	-5	x	1

Ordered by molar mass (rising): six of the compounds above
SMILES	LGR2 antag	S100A4 inh HTS	esBAF inh	FN deposit inh	CASP6 VEID inh	Statin myotox sup	SIRT5 block
CC(=O)c1c(C)oc2c1cc(O)c1ccccc12	-9	3	x	1	-5	x	1
Cc1cccc(NC(=S)NCCc2ccccn2)c1	18	-34	x	8	0	x	-5
CCC(C)[C@H]1COCCS(=O)(=O)N1Cc1ccc(Br)cc1 (some centres not stated)	3	-1	-3	10	5	117*	-4
Cc1nc(SCc2nc3ccc([N+](=O)[O-])cc3[nH]2)c2oc3ccccc3c2n1	-26	-1	10	-54	0	4	x
CC(=O)N1[C@@H]2c3ccc(C4=CCCC4)c(=O)n3C[C@H]1[C@H](CO)[C@H]2C(=O)NCC1CC1	4	-2	x	x	1	x	-19
COc1ccc(S(=O)(=O)Nc2ccc3c(c2)C(=O)N([C@H](C)CO)C[C@@H](C)[C@@H](CN(C)Cc2ccncc2)OCCCC[C@@H](C)O3)cc1	1	3	2	x	-3	x	1

(further entries)
SMILES	LGR2 antag	S100A4 inh HTS	esBAF inh	FN deposit inh	CASP6 VEID inh	Statin myotox sup	SIRT5 block
CCn1c(=O)c2ccccc2n(Cc2cccc([N+](=O)[O-])c2)c1=O	2	0	0	3	0	-5	-2
COc1ccc(-c2cc(CCC(=O)N3CCN(c4cc(C)ccc4C)CC3)on2)cc1	2	-5	-6	5	-2	7	-4
CC1(C(=O)NCc2cccc(Cl)c2)Cc2c(-c3ccc4c(c3)OCO4)ccnc2O1 (configuration not stated)	12	-2	1	18	-1	15	-1
Cn1c(=O)c(=O)n(C)c2cc(N3CCCCC3)c(NS(=O)(=O)c3ccc([N+](=O)[O-])cc3)cc21	7	-1	-8	5	3	2	-6
CC=Cc1ccc2n(c1=O)C[C@H]1[C@H](CO)[C@@H](C(=O)NC3CCC3)[C@@H]2N1C(=O)c1ccccn1 (mixture of isomers)	-3	-6	-5	x	1	16	0
Cc1ccc(/C=C2/Sc3ccc(C(=O)NCCN4CCOCC4)cc3NC2=O)cc1	11	-6	2	-21	1	1	0
CO[C@@H]1CN(C)C(=O)c2cc(NS(=O)(=O)c3ccc(Cl)cc3)ccc2OC[C@H](C)N(C(=O)NC(C)C)C[C@@H]1C	-3	x	1	-1	x	9	x
COc1ccc(C)c2sc(=NC(=O)C(C)C)n(C)c12	x	-3	-6	0	-2	-4	-6
CCOc1ccc(S(=O)(=O)NCc2ccco2)c2ccccc12	-1	-8	-3	x	10	13	-2
C[C@@H]1CCCCO[C@@H](CN(C)C(=O)Nc2ccc3c(c2)OCO3)[C@@H](C)CN([C@H](C)CO)C(=O)c2cc(NC(=O)CCCCCC(=O)Nc3ccccc3N)ccc2O1	24	0	4	x	-2	x	x
Cc1cc(NC(=O)C(C)SCC(=O)OCc2ccc([N+](=O)[O-])cc2)no1 (configuration not stated)	12	-3	1	-3	-3	-21	-2
CCN(C(=O)COc1cc(=O)n(CC)c2ccccc12)c1cccc(Cl)c1	x	x	-4	4	x	57	x
CCC(=O)N1CCC1(C)C(=O)Nc1cc(-c2ccccc2)nn1C (configuration not stated)	-12	-2	65*	12	1	7	-5
CC(NC(=O)C1(C)CC1(Br)Br)C(C)(C)C (configuration not stated)	x	x	-8	-1	x	-4	x
CN(C(=O)c1ccc(-c2ccccc2)cc1)C1CCCCC1	-79	11	x	-4	2	x	-4
CN(C)C(=O)c1cccc(-c2ccccc2[C@@H]2[C@@H](CO)N(C(=O)C3CC3)[C@H]2C#N)c1	-14	3	x	-12	0	x	-2
CCn1c(=O)c(-c2nc3ccccc3[nH]2)c(O)c2ccccc21	-12	3	x	-4	1	x	-4
CC(C)(C)c1cc(CCC(=O)NCc2cccnc2)cc(C(C)(C)C)c1O	-15	6	10	-4	-1	-2	-4
COc1ccc(CNC(=O)C[C@@H]2C[C@H]3c4cc(NC(=O)CC5CC5)ccc4O[C@H]3[C@H](CO)O2)cc1	7	x	6	-2	x	7	x
Cc1ccc(NC(=O)CS(=O)CC(=O)N2CCN(C3CCCC3)CC2)cc1 (configuration not stated)	3	-17	-3	-1	x	2	-4
CC(=O)Nc1ccc(O)cc1[N+](=O)[O-]	-6	-4	2	-6	1	-8	-3
CCN1[C@@H]2Cn3c(ccc(/C=C/c4ccccc4)c3=O)[C@H]1[C@@H](C(=O)N1CCCCC1)[C@@H]2CO	0	x	0	x	x	8	x
CCCCn1c(N)c(N(CC)C(=O)c2ccc(C#N)cc2)c(=O)[nH]c1=O	21	-4	-1	-5	-3	4	2
O=C(C[C@H]1C[C@H]2c3cc(NC(=O)CC4CC4)ccc3O[C@H]2[C@@H](CO)O1)NCc1ccncc1	5	9	1	x	-2	-9	2
c1ccc2c(c1)NC1(CCCC1)n1c-2nc2ccccc21	-47	-4	75*	x	-3	-30	-51
CC(C)(C)C1CCC(CN2C(Nc3ccccc3)=NC[C@@H]2Cc2ccccc2)CC1 (some centres not stated)	10	-8	-29	22	15	-21	-3
CC(=O)Nc1ccc(C(=O)N2CCCCC2c2cc(C(=O)NC(C)C)no2)cc1 (configuration not stated)	5	1	-4	4	1	-1	0
CSc1ccccc1NS(=O)(=O)c1ccc2c(c1)OCCO2	17	-5	-5	x	3	92*	0
O=C(Nc1ccc(N2CCCCC2)cc1)c1ccc(F)cc1F	x	-11	-29	2	2	-31	-2
O=C(CSc1ncccn1)NC(=O)c1ccccc1	8	3	-5	6	1	5	-2
COC(=O)c1ccc(CSc2nc(C)nc3c2c(=O)n(C)c(=O)n3C)o1	-27	-2	3	-1	-1	6	0
Clc1cc(Cl)c(OCc2nc(-c3ccccn3)no2)cc1Cl	x	x	7	-4	x	-12	x
COc1ccc(NC(=O)N(C)C[C@H]2Oc3ccc(NC(=O)Cc4ccccc4)cc3CC(=O)N([C@@H](C)CO)C[C@@H]2C)cc1	-6	-12	-3	x	0	-17	x
O=C(NCc1ccccc1)[C@H]1[C@H](CO)[C@H]2Cn3c(ccc(/C=C/c4ccccc4)c3=O)[C@@H]1N2CC1CC1	9	7	x	x	-1	x	x
COCC(=O)N1CCC(Oc2ccc(C(=O)N3CCCCC3COC)cc2)CC1 (configuration not stated)	-3	-8	5	-11	-1	6	-4
CS(=O)(=O)N(CC(=O)N1CCCC1)c1ccccc1F	2	3	-1	2	-4	-5	-1
O=S(=O)(N[C@H]1CC[C@@H](CCn2cc(-c3cccc(F)c3)nn2)O[C@H]1CO)c1ccc(F)cc1	7	33	5	-6	3	4	1
C[C@H]1CN([C@@H](C)CO)C(=O)c2cc(C#CCc3ccccc3)cnc2O[C@@H]1CN(C)C(=O)C1CCCCC1	23	-10	3	x	3	-35	4
C[C@H](CO)N1C[C@H](C)[C@H](CN(C)CC2CCCCC2)Oc2ccc(NC(=O)CCC(F)(F)F)cc2C1=O	-11	0	-4	-14	3	-22	4
Cc1ccc(C)c(C(=O)CCC(=O)Nc2ccc(F)cc2)c1	9	2	-11	1	-3	-6	-1
O=C(NNC(=O)c1cc2ccccc2o1)c1ccc(Cl)cc1	-3	1	-1	8	1	1	-7
O=C(CNC(=O)c1cn2ccccc2n1)Nc1ccc(F)c(F)c1	-50	5	x	-1	2	x	0
O=S(=O)(c1ccc(Cl)cc1)N1CCN(C(=S)Nc2ccccc2F)CC1	-9	-5	3	-2	-3	11	-2
Cc1nnc(SC(C)C(=O)Nc2ccc(N3CCOCC3)cc2)n1Cc1ccccc1 (configuration not stated)	-5	1	-5	-3	-1	-4	-14
COc1cccc(C(C(=O)NC2CCCC2)N(CCC(C)C)C(=O)CCC(=O)Nc2cc(C)on2)c1 (configuration not stated)	13	2	1	-1	2	-3	x
O=C/C=C/c1ccc(/C=C/c2ccccc2)cc1	x	7	x	x	1	x	0
CC(C(=O)Nc1cccc([N+](=O)[O-])c1)[n+]1ccccc1 (configuration not stated)	5	-3	-7	4	-1	7	-3
C=CCN(C(=O)CCS(=O)(=O)c1cccc2nsnc12)c1ccccc1	3	-4	-2	-6	-1	3	-11
Cc1ccc(S(=O)(=O)N(C)C[C@@H]2OCCCC[C@H](C)Oc3ccc(NC(=O)Nc4ccccc4)cc3C(=O)N([C@@H](C)CO)C[C@H]2C)cc1	-2	-9	0	3	1	x	4
Cc1ccc(C(=O)Oc2ccc(-c3nnco3)cc2)o1	-9	-5	7	x	2	5	-3
CC(=O)Nc1ccc(C(=O)N(C)C(C(=O)Nc2ccccc2)c2ccccn2)cc1 (configuration not stated)	0	4	x	1	0	x	-3
O=C(O)c1ccc(-c2nc(-c3ccc(Cl)cc3Cl)cs2)cc1	-75	1	60*	1	1	-55	0
COc1ccc(C(=O)Nc2ccc(NC(=O)c3cccs3)c(OC)c2)cc1Cl	-4	-4	9	1	1	13	0
Cc1cccc(NC(=O)/C(C#N)=C\c2cn(CC(=O)O)c3ccccc23)c1	21	-1	0	-4	1	3	11
Cc1ccc(NC(=S)/C(=C(\[O-])c2ccc(F)cc2)[n+]2ccccc2)cc1	-13	0	x	-11	-2	x	-2
Cc1ccc(C(=O)CSc2nnc(-c3ccccc3N)n2C)cc1C	x	-3	x	-1	2	x	-2
COc1ccc(NC(=O)Nc2cccc(F)c2)c(OC)c1	-14	0	7	x	2	-13	-3
O=C(COc1cccc(Br)c1)Nc1ccc(N2CCOCC2)cc1N1CCOCC1	-10	4	5	5	2	-5	1
O=C(Nc1nc2cc3c(cc2s1)OCCO3)c1ccc(N2C(=O)CCC2=O)cc1	-3	5	x	-4	-3	x	-3
COc1ccc(-c2c(C#N)c(N)nc3c2CCCCCC3)cc1OC	9	x	-4	x	x	-4	x
O=C(C1CCCCC1)N1C[C@H]2[C@@H](c3ccccc31)[C@H](CO)N2CC1CCOCC1	1	15	2	x	2	2	-2
O=C(NNS(=O)(=O)c1ccc(Br)cc1)c1sccc1-n1cccc1	x	2	x	4	4	x	2
CCOc1cc2[nH]c(=O)n(Cc3ccc(C(=O)NCCCN4CCC(C)CC4)cc3)c(=O)c2cc1OCC	1	-5	-2	7	-8	-10	1

Sorted by the number under CASP6 VEID inh (rising): 3 of the compounds above.
molecule	CASP6 VEID inh
C=CCN(C(=O)CCS(=O)(=O)c1cccc2nsnc12)c1ccccc1	-1
CC(=O)Nc1ccc(C(=O)N(C)C(C(=O)Nc2ccccc2)c2ccccn2)cc1 (configuration not stated)	0
O=C(O)c1ccc(-c2nc(-c3ccc(Cl)cc3Cl)cs2)cc1	1
